Screening data: PubChem BioAssay, National Center for Advancing Translational Sciences (NCATS)
KB-V1 cytotox: qHTS assay for MDR1-selective chemotherapeutics: Primary screen using the drug-selected MDR subline cells KB-V1 | Potency, µM (titrated, usually from 46.1 µM), inactives show at the top dose activity change, negative = cytotoxicity, usual class: cytotoxic | 3.4% of 400,000 active | KB-V1 MDR cells viability, CellTiter-Glo, 72 h | AID 1347076, 2019; also: % is scaled to controls: 0 for no effect and ±100 for the full control effect; nearly all actives have a fitted effect of over 60% in size
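KB-V1, DMEM (no phenol red) + 10% FBS; cpd pin-transferred, titration series; 72 h, 37 degrees C; CellTiter-Glo, luminescence. Data normalized, curve-fit.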
GLP1R ag: qHTS of GLP-1 Receptor Agonists. 0.007% of 380,000 active. Glucagon-like peptide 1 receptor (Homo sapiens), P43220. Potency, µM (doses to about 45.6 µM), inactives show top-dose activation, usual class: activators. HEK293 GLP-1R CRE-luciferase, luminescence, 4-6 h; cells express a hypersensitive GLP-1R form. AID 624172, 2012; also: % of control where 0% means no effect
Target sequence (P43220 whole entry, looked up): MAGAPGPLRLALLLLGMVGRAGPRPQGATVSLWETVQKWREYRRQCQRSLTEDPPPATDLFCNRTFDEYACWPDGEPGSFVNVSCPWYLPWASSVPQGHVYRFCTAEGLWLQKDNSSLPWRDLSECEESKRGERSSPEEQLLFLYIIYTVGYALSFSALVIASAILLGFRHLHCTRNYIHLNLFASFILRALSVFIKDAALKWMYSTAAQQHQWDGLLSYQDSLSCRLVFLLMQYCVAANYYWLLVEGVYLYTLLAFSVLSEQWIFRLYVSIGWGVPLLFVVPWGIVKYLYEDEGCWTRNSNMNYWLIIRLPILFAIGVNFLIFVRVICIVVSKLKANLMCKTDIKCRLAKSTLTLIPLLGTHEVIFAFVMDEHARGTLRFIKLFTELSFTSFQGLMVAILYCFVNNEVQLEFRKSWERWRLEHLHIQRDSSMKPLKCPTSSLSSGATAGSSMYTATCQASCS
GLP1R inv ag: qHTS of GLP-1 Receptor Inverse Agonists (Inhibition Mode) | Potency, µM (doses to about 38.3 µM), for the others: at the highest dose activity change, negative = inhibition, actives largely listed as inhibitors | HEK293 GLP-1R CRE-luciferase, luminescence, 24 h; GLP-1R form is constitutively active | 1.6% of 410,000 active; also: % is scaled to controls: 0 for no effect and ±100 for the full control effect; nearly all actives have a fitted effect of over 55% in size
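Stable HEK293 clone (constitutively active GLP-1R + cAMP-response luciferase); 200 cells/uL plated, 12 h pre-culture, compound 24 hr, 37 deg C/5% CO2; detection reagent 12 min RT; luminescence.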
HT1080NT lethal: qHTS for induction of synthetic lethality in tumor cells producing 2HG: qHTS for the HT-1080-NT fibrosarcoma cell line | HT-1080-NT fibrosarcoma viability, CellTiter-Glo ATP luminescence, 48 h | Potency, µM (highest dose often 46.1 µM), for inactives: at the highest dose activity, negative = less viability, actives largely listed as cytotoxic | 1.6% of 360,000 active;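 also: NT is the 2HG producing partner of a matched IDH1 knockdown line; 0% = DMSO-treated cells and -100% = media-only wells without cells; nearly all actives have a fitted effect of over 55% in size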
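Viability of the 2HG-overproducing fibrosarcoma line after 48 hours of compound exposure at 37 degrees C was determined by luminescence with CellTiter-Glo, and concentration-effect curves were then fitted and categorized.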
HEK293 tox: qHTS of GLP-1 Receptor Inverse Agonists: Cytotox Screen; HEK293 cAMP-luciferase reporter cells, luminescence, 24 h; Potency, µM (series often up to 38.3 µM), for the others: at the top dose activity change, negative = inhibition, usual class: inhibitors; 0.13% of 410,000 active; AID 624418, 2012;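 also: loss of luciferase light is scored as toxicity; % is scaled to controls: 0 for no effect and ±100 for the full control effect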
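Quantitative HTS format, 1536 wells, 200 cells/uL seeded. Compounds: 23 nL, 24 h, 37 °C. Detection: luciferase reagent, luminescence at 12 min RT; decreased signal taken as cytotoxic.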
TDP-43 yeast inh: qHTS of TDP-43 Inhibitors; TDP-43 expressing yeast growth rescue, BacTiter-Glo, 24 h; Potency, µM (series often up to 46.1 µM), without a hit: at the top dose growth rescue (activation), most hits filed as activators; 1.8% of 410,000 active; also: % of control where 0% means no effect; nearly all actives have a fitted effect of over 50% in size
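Yeast cells expressing TDP-43 under galactose induction are exposed to compounds for 24 hr at 30 deg C. BacTiter-Glo luminescence measures growth, so protective compounds score as activators.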
HT1080 IDH1KD tx: qHTS for induction of synthetic lethality in tumor cells producing 2HG: qHTS for the HT-1080-IDH1KD cell line. AID 686971, 2013. 2% of 360,000 active. Potency, µM (doses to about 46.1 µM), without a hit: at the highest dose activity, negative = toxicity, most hits filed as cytotoxic. HT-1080 IDH1 knockdown viability, ATP luminescence, 48 h;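 also: 0% = DMSO wells and -100% = cell-free medium wells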
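Cytotoxicity counter-line: IDH1KD HT-1080, 48 h, CellTiter-Glo. Curves classed by r2, magnitude and activity.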
SW480 rereplic: A quantitative high throughput screen for small molecules that induce DNA re-replication in SW480 colon adenocarcinoma cells. SW480 DNA re-replication, Hoechst DNA content imaging, 48 h. Potency, µM (doses to about 46.1 µM), for the others: at the top dose re-replication activation, usual class: activators. 1.8% of 340,000 active. AID 624297, 2012; also: % of control where 0% means no effect; nearly all actives have a fitted effect of over 55% in size
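Quantitative HTS format with DMSO vehicle controls; 48 hr drug incubation at 37 C, then 40 min Hoechst staining and scanning imager measurement at 405 nm excitation.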
KB-3-1 cytotox: qHTS assay for MDR1-selective chemotherapeutics: Primary screen using the parental adenocarcinoma cell KB-3-1; KB-3-1 viability, CellTiter-Glo ATP luminescence, 72 h; AID 1347075, 2019; 1.4% of 400,000 active; Potency, µM (top dose mostly 46.1 µM), for the others: top-dose activity change, negative = cytotoxic, usual class: cytotoxic; also: % is scaled to controls: 0 for no effect and ±100 for the full control effect; nearly all actives have a fitted effect of over 60% in size
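Cytotoxicity measured as CellTiter-Glo luminescence after 72 h at 37 C. Compound titrations were pinned onto drug-naive KB-3-1 parental adenocarcinoma cells grown in DMEM with 10% FBS, and normalized data fitted to concentration-response curves.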
Numbers without * were called inactive; ? = inconclusive; nt = not tested or not shown; [ ] = dose if it differs, or a comment. Calls follow the shape of the dose curve; as a rule, active = well fitted curve in the direction sought with a large enough effect; inconclusive = small, poorly fitted or top-dose-only effect, or another doubt; inactive = no such curve, though single readings can be large; an effect the other way counts as inactive or inconclusive. Potency is read from the fitted curve at half-maximal effect.

SMILES | KB-V1 cytotox | GLP1R ag | GLP1R inv ag | HT1080NT lethal | HEK293 tox | TDP-43 yeast inh | HT1080 IDH1KD tx | SW480 rereplic | KB-3-1 cytotox
CC(=O)Nc1cccc(Cl)c1C(=O)O | 12.0% | -0.2% | 5.9% | 10.9% | 1.6% | 15.8% | 6.6% | 2.8% | 24.2%
CCCc1nc2oc3ccccc3c(=O)c2c(=O)n1-c1ccccc1 | -1.7% | 5.7% | 3.0% | -4.3% | 14.5% | 4.8% | -17.4% | -9.0% | -5.7%
O=C(NC1CCCCC1)c1cc(S(=O)(=O)N2CCCC2)ccc1Cl | -3.2% | 6.8% | 2.1% | 5.4% | -11.3% | -5.5% | -0.4% | -10.2% | 22.9%
CCOc1ccc(CCNC(=O)c2sc3ncccc3c2-n2cccc2)cc1OCC | ? | nt | -13.6% | nt | 20.7% | ? | nt | nt | -10.3%
N#Cc1ccc(-c2nc3c4ccccc4ccn3c2Cc2cccc(Cl)c2)cc1 | -9.3% | -3.0% | -1.2% | 0.9% | 1.6% | ? | -8.5% | nt | -2.9%
CC1(C)CC(n2c(=S)[nH]c3ccccc3c2=O)CCO1 (centres undefined) | -8.7% | 5.8% | -14.6% | -2.3% | 3.1% | 22.9% | 13.2% | 3.8% | 7.1%
Cc1ccc(C2=NS(=O)(=O)N(C)C(C(=O)NCc3cccs3)=C2)cc1 | 0.0% | 3.8% | -18.0% | 0.0% | 3.7% | 14.2% | 7.4% | -10.3% | 11.3%
Cc1cccn2c(=O)c(/C=C(\C#N)S(=O)(=O)c3ccccc3)c(Oc3ccc(Cl)cc3)nc12 | ? | 3.8% | -0.2% | -0.9% | -4.1% | 9.5% | 0.1% | -1.3% | ?
CC1(C)CC(=O)C2=C(C1)OC(/N=C/N1CCOCC1)=C(C#N)C2c1ccccc1 (centres undefined) | -2.7% | 0.9% | -32.8% | 0.3% | 1.7% | -4.4% | -1.8% | 0.5% | -3.5%
COc1cc(/C=C(\C#N)C(=O)NCC2CCCO2)ccc1OCCC(C)C (centres undefined) | 1.1% | 23.0% | ? | -15.4% | 2.9% | 2.1% | -4.9% | -4.6% | 3.4%
CCOC(=O)CSc1nnc(-c2cccc(Cl)c2)n1CC | 15.2% | 4.9% | 7.2% | 18.1% | 0.4% | 1.7% | 8.2% | -3.3% | -1.9%
COC(=O)Cc1[nH]nc2c1C(c1cccc(OC)c1OC)C(C#N)=C(N)O2 (centres undefined) | 2.0% | 0.3% | 7.3% | 1.5% | 0.5% | 16.9% | 11.7% | -8.8% | 5.0%
O=C(Cc1cc(=O)[nH]c(=O)[nH]1)NCCN1CCOCC1 | 1.2% | -5.1% | 0.1% | 3.7% | -2.2% | 5.1% | 2.5% | -3.5% | 12.7%
COC(=O)c1cnc(NC(=O)C2(C)CCCN(C(C)=O)C2)s1 (centres undefined) | 4.1% | -4.0% | 14.9% | ? | -6.0% | 15.5% | 18.1% | nt | 0.0%
CCN1CCN(C(c2ccccc2F)c2nnnn2Cc2ccc3c(c2)OCO3)CC1 (centres undefined) | -3.8% | -0.8% | -46.6% | -7.7% | -1.8% | -8.4% | 6.6% | 0.4% | -2.2%
N=c1n(CCO)c2ccccc2n1CCOc1ccccc1 | 8.9% | -1.8% | ? | -1.6% | -3.2% | 3.6% | -1.2% | -0.9% | 3.4%
COc1ccc(S(=O)(=O)N2CCCC2)cc1C(=O)O | -19.1% | -1.4% | 0.5% | -6.9% | 4.9% | 4.2% | 2.5% | 6.6% | -2.2%
Cn1c(SCC(=O)Nc2nccs2)nnc1-c1ccco1 | 5.2% | -33.3% | 0.9% | 8.7% | 0.7% | 10.2% | 22.7% | -1.2% | 8.4%
Cc1ccccc1C(=O)Nc1ccc2nc(N3CCCCC3)cc(C)c2c1 | -13.1% | nt | ? | nt | -22.5% | 15.7% | nt | nt | -24.3%
Cn1c(=O)[nH]c(N)c(Br)c1=O | 19.1% | 2.3% | 1.3% | 3.6% | 3.5% | -15.3% | 6.5% | 0.9% | 17.2%
CSCc1cc(N(C)C)nc(SCc2ccc(Cl)c(Cl)c2)n1 | 0.0% | 15.8% | -0.4% | ? | 3.7% | 11.6% | ? | 3.3% | 1.1%
COC(=O)C(C)Sc1nc2c(c(=O)n(C)c(=O)n2C)n1Cc1cccc(C)c1 (centres undefined) | -4.2% | -5.4% | -8.0% | 0.5% | -3.1% | 9.8% | -0.1% | -1.4% | 29.5%
CN(C)S(=O)(=O)c1ccc(C(=O)NNC(=O)c2ccccc2-n2cccc2)cc1 | 12.1% | 0.8% | 1.3% | -1.5% | -0.6% | -0.6% | 0.2% | -7.5% | 2.6%
O=C(Oc1ccc2c(c1)OCO2)C12CC3CC(CC(C3)C1)C2 | 25.2% | -4.6% | -17.8% | 3.9% | -20.9% | ? | 4.3% | -4.9% | -0.3%
CCC(=O)N(C)C[C@@H]1Oc2cc(Br)ccc2S(=O)(=O)N([C@@H](C)CO)C[C@@H]1C | ? | -2.7% | 5.9% | 2.8% | 0.3% | -4.5% | 1.6% | nt | -23.9%
New compounds follow
SMILES | KB-V1 cytotox | GLP1R ag | GLP1R inv ag | HT1080NT lethal | HEK293 tox | TDP-43 yeast inh | HT1080 IDH1KD tx | SW480 rereplic | KB-3-1 cytotox
Cc1ccc(C)c(C(=O)COC(=O)c2ccc(Br)o2)c1 | 23.6% | 1.6% | -23.0% | 23.7% | -13.9% | 0.0% | 17.3% | 1.7% | 1.2%
COc1ccc2cc(S(=O)(=O)N3CCCC3)ccc2c1 | -8.3% | 25.3% | -12.9% | -24.7% | 1.6% | 18.4% | -12.3% | -30.4% | 4.1%
Cc1ccc(CC(C(=O)O)C(C)C(=O)Nc2ccc(F)cc2)cc1 (centres undefined) | -9.4% | -2.0% | 4.4% | 0.2% | 3.6% | -12.3% | -2.9% | -1.8% | -8.5%
Cc1cccn2c(=O)c(C=O)c(N3CC(C)OC(C)C3)nc12 (centres undefined) | -11.5% | 26.5% | 1.8% | -2.5% | -1.4% | -12.0%[1.82 µM] | 13.2% | -4.5% | 13.6%
CCCCN1C(=O)C(O)(CC(=O)c2ccco2)c2cc(Br)ccc21 (centres undefined) | -0.9% | 18.1% | ? | ? | 11.8% | 27.6% | ? | 14.6µM* | 14.6µM*
Cc1cc(/C=N/n2cnnc2)c(C)n1-c1cc(Cl)ccc1Cl | ? | 4.0% | -8.5% | 0.0% | -19.2% | -0.9% | -10.1% | -0.8% | -5.6%
CC(Oc1ccc(Cl)cc1)C(=O)NNC(=S)NC(=O)c1ccco1 (centres undefined) | -12.9% | 30.1% | ? | ? | 3.8% | ? | ? | 1.9% | ?
Cc1ccc(-c2csc(N/N=C/c3ccco3)n2)c(C)c1 | ? | 10.7% | 2.9% | -16.5% | 12.4% | -0.4% | -4.5% | 6.2% | ?
COC(=O)C1CCN(C(=O)c2ccc(Cl)c(S(=O)(=O)NCc3cccnc3)c2)CC1 | 0.5% | -2.2% | 6.8% | 3.3% | -3.9% | -7.7% | 1.9% | -1.5% | -1.3%
CCOC(=O)C1CCN(S(=O)(=O)C(F)(F)c2nc3ccccc3s2)CC1 | -3.0% | 13.0% | -15.4% | -27.1% | 3.4% | 28.1% | 7.2%[9.24 µM] | 1.8% | -23.7%
Cc1cc(NC(=O)Nc2cccc(Cl)c2)no1 | 5.6% | 9.7% | ? | 0.0% | -3.6% | ? | 7.0% | nt | 0.5%
CSc1nc(Cl)cc(Nc2ccccc2N)n1 | ? | 14.2% | -11.6% | -9.9% | -1.4% | 10µM* | -14.5% | -5.3% | -2.4%
Cc1ccc(NC(=O)Cn2c(=O)ccc3cc(S(=O)(=O)N4CCCC4)ccc32)cc1N(C)C | 6.4% | nt | -19.6% | nt | -20.4% | -7.2% | nt | nt | -1.2%
CCOC(=O)CSc1nc(-c2ccc(F)cc2)cc(C(F)(F)F)c1C#N | ? | nt | -0.4% | nt | 3.2% | 11.6% | nt | nt | 8.1%
C=C(C)CN=C1NN=C(c2cc(C)n(-c3ccc(C)cc3)c2C)CS1 | -4.9% | -5.6% | ? | -9.6% | -21.5% | 15.2% | -25.4% | ? | 8.7%
CCOC(=O)N1CCN(S(=O)(=O)N2CCCC(C(=O)NCCc3ccc(C)cc3)C2)CC1 (centres undefined) | -14.1% | 3.9% | -7.4% | 8.1% | 2.2% | 1.8% | 10.2% | -1.8% | 10.9%
O=C(NCCC(=O)N1CCN(c2ccccn2)CC1)c1ccc(Br)cc1 | 0.0% | -0.8% | ? | -5.0% | 2.8% | -6.9% | 0.5% | -6.0% | -10.7%

Exported with tabs: part of the list above
SMILES	KB-V1 cytotox	GLP1R ag	GLP1R inv ag	HT1080NT lethal	HEK293 tox	TDP-43 yeast inh	HT1080 IDH1KD tx	SW480 rereplic	KB-3-1 cytotox
C=C(C)CN=C1NN=C(c2cc(C)n(-c3ccc(C)cc3)c2C)CS1	-4.9%	-5.6%	?	-9.6%	-21.5%	15.2%	-25.4%	?	8.7%
CCOC(=O)N1CCN(S(=O)(=O)N2CCCC(C(=O)NCCc3ccc(C)cc3)C2)CC1 (centres undefined)	-14.1%	3.9%	-7.4%	8.1%	2.2%	1.8%	10.2%	-1.8%	10.9%
O=C(NCCC(=O)N1CCN(c2ccccn2)CC1)c1ccc(Br)cc1	0.0%	-0.8%	?	-5.0%	2.8%	-6.9%	0.5%	-6.0%	-10.7%

A few values from the list:
Entry for `O=C(NCCC(=O)N1CCN(c2ccccn2)CC1)c1ccc(Br)cc1` in SW480 rereplic: -6.0%
Entry for `Cc1ccc(C)c(C(=O)COC(=O)c2ccc(Br)o2)c1` in GLP1R ag: 1.6%
Entry for `O=C(Cc1cc(=O)[nH]c(=O)[nH]1)NCCN1CCOCC1` in SW480 rereplic: -3.5%
